Screens from PubChem.
mouse EphA4 binding: inhibitors of EphA4 binding to KYL peptide, primary screen, biochemical, colorimetric, mouse EphA4 (AID 689) | EphA4-AP binding to KYL peptide, pNPP A405; higher % means a stronger effect | inhibition, % at 10 µM; hits with a dose series show IC50 in µM | 62,000 tested, 0.1% active; in the data active = a potency from the dose series; inactive = the rest, 99 in 100 with inhibition below about 22%
* marks the source's active call; other numbers are inactive results.

SMILES	mouse EphA4 binding
COc1ccc(/C=C(\NC(=O)c2ccc(Cl)cc2)C(=O)NCCCN2CCOCC2)cc1OC	-3.0%
Cc1nc(S/C(=C/c2ccc(-c3cccc(Cl)c3)o2)C(=O)O)n[nH]1	1.3%
O=C(O)c1ccc(S(=O)(=O)NC2CCCCC2)cc1	0.1%
CNCc1cc2ccc(C)cc2[nH]c1=O	1.2%
CCCCn1c(SCC(=O)c2cc(OC)ccc2OC)nc2cc(S(N)(=O)=O)ccc21	7.6%
CN(Cc1ccccc1)C(=O)Cn1cccc1C(=O)c1ccccc1	-13.2%
CCCCNC(=O)Nc1cc(C)on1	-10.0%
Cc1ccc(NC(=O)c2cccc3ccccc23)c([N+](=O)[O-])c1	-9.9%
COc1ccc(N/C(C)=C2/C(=O)C(=O)N(CCO)C2c2ccc(Br)cc2)cc1 (stereo unspecified)	-14.4%
Cc1nnc(SCC(=O)Nc2cccc(C(F)(F)F)c2)[nH]c1=O	-0.8%
O=C(Nc1ccccc1)N(Cc1ccccc1)CC(O)C(F)(F)F (stereo unspecified)	-9.5%
CCn1nc(NC(=O)c2ccccn2)c2cc3cc(C)ccc3nc21	13.4%
O=S(=O)(c1ccc(Cl)cc1)c1cnc(-c2cccnc2)nc1-c1ccccc1	-7.0%
O=C(CCCSc1nc2ccccc2[nH]1)NC1=NCCS1	-4.7%
Cc1cc(C)c(C#N)c(SC(F)F)n1	-10.9%
CCOc1ccccc1N1CCN(C(=O)c2cc3c(s2)CCC3)CC1	-13.8%
Cc1nc2ccccn2c1-c1nnco1	-8.4%
c1ccc(-c2cc(-c3nnc4sc(-c5ccccn5)nn34)[nH]n2)cc1	11.3%
N#Cc1c(Nc2ccccc2)c(C=NCCN2CCOCC2)c[nH]c1=O	-4.2%
CN1CCN(CP(=O)(N2CCOCC2)N2CCOCC2)CC1	-6.8%
CCOc1cc(OCC)cc(C(=O)Nc2ccc(C)cc2[N+](=O)[O-])c1	7.3%
COc1ccc(C2CC(=O)c3c(C)nc(N4CCN(Cc5ccccc5)CC4)nc3C2)cc1OC (stereo unspecified)	24.8%
COc1ccc(N/C=C(\C#N)c2nc3ccccc3n2C)c(OC)c1	-12.6%
COc1ccc(OC)c(N2C(=O)NC(=O)C(=Cc3cccs3)C2=O)c1	1.1%
COc1ccc(S(=O)(=O)NCCSc2ccc(C)cc2)cc1OC	-0.9%
CCOC(=O)c1c(NC(=O)C(C)Oc2ccc(OC)cc2)sc2c1CCC(C)C2 (stereo unspecified)	7.1%
COCCSc1nc2sc3c(c2c(=O)n1-c1ccccc1)CCN(C)C3	6.9%
CC(C)CN(CC(C)C)C(=O)/C=C/c1ccccc1	-7.4%
COc1ccc(OC)c(N(CC(=O)Nc2ccc(C)cc2C)S(C)(=O)=O)c1	0.7%
Cc1cc(C)n2nc(SCC(=O)N/N=C/c3ccc(F)cc3)nc2n1	-17.3%
COc1nc(NC(C)(C)C)nc(Oc2ccc(=O)n(C)n2)n1	-2.3%
Cc1ccc(/C=C2\SC(=S)N(c3ccc(F)cc3)C2=O)cc1	-6.1%
COc1ccc(/C=C/C(=O)c2ccc(Br)cc2)c(OC)c1	13.8%
O=C(NC(CO)(CO)CO)c1cccc(-c2ccc(O)cc2)c1	2.5%
O=C(NCC1c2ccccc2CCN1C(=O)CN1CCOCC1)C1CCCCC1 (stereo unspecified)	-2.3%
COc1cc(N2C(=O)NC(=O)/C(=C\c3cc(Br)c(O)c(OC)c3)C2=O)c(OC)cc1Cl	-4.7%
CN(C)CCNC(=O)Nc1ccc(Cl)c(Cl)c1	-5.3%
COc1ccccc1C1(O)CCN(CC(=O)Nc2c(C)nn(C)c2C)CC1	-15.0%
O=C(NCCN1CCOCC1)c1ccc2c(c1)N(Cc1ccccc1F)C(=O)CS2	-8.6%
Cc1cc(C)c2nc(SCC(=O)N3CCCCC3)c(C#N)cc2c1	-18.5%
COc1ccc(C(=O)Nc2nncs2)cc1S(=O)(=O)N1CC(c2ccccc2)CC1=O (stereo unspecified)	-2.0%
CCc1c(C)c2ccc(OC(C)=O)c(C)c2oc1=O	-10.0%
Cc1ccoc1C(=O)Nc1ccccc1C(=O)O	-7.6%
O=C(Nc1cccc(NC(=O)c2ccccc2[N+](=O)[O-])n1)c1ccccc1[N+](=O)[O-]	-6.8%
O=c1oc2cc(OCc3ccc(Cl)cc3Cl)ccc2c2c1CCC2	0.6%
Cc1cc(/C=N/n2cnnc2)c(C)n1-c1ccc2c(c1)OCO2	-7.6%
Cc1ccc(-n2nnnc2SCC(=O)N2CCCCC2)cc1	-2.7%
O=C(CCN1CCOCC1)Nc1ccccc1	-11.3%
CCCCN(C)C(=O)c1coc(=O)c2ccccc12	1.0%
Cc1csc(Sc2ccc([N+](=O)[O-])cc2C(=O)OCC(=O)NC2CCCC(C)C2C)n1 (stereo unspecified)	-18.5%
CC1(C)CC(=O)C=C(NCC(=O)O)C1	-6.2%
CC1=C(C)[N+](=O)C2(O)CCCCC2(C)N1[O-] (stereo unspecified)	8.4%
O=C1S/C(=C\c2ccc(N3CCOCC3)o2)C(=O)N1Cc1c(F)cccc1Cl	3.0%
Cc1ccc(NC(=O)CC2CS(=O)(=O)CC2CC(=O)Nc2ccc(C)c(C)c2)cc1C (stereo unspecified)	-7.4%
CNC(=O)/C=C1\NC(C)(C)Cc2c1ccc1ccccc21	-2.8%
CN(CC(=O)Nc1ccc(F)c(F)c1F)C1CCCCC1	-5.6%
O=C(O)CCC(=O)N1CCc2cc(S(=O)(=O)N3CCN(c4ccc(F)cc4)CC3)ccc21	5.2%
O=C(COc1ccc2c3c(c(=O)oc2c1)CCC3)c1ccc2c(c1)OCO2	0.6%
CCOc1ccc(-c2nn(-c3ccccc3)cc2C2C(C(=O)OC)=C(C)NC(C)=C2C(=O)OC)cc1[N+](=O)[O-]	-1.4%
CC(C)OC(=O)CN1CCN(C2c3ccccc3-c3ccccc32)CC1	-2.9%

(cont.)
SMILES	mouse EphA4 binding
O=C(COc1ccccc1Cl)NC(=O)NC1CCCC1	-2.0%
CC(C)CC(=O)NS(=O)(=O)c1ccc(NC(=O)c2cccc(Br)c2)cc1	5.8%
S=C1SCN(Cc2ccccn2)CN1Cc1ccco1	-13.7%
CC(=O)Cc1nsc(NC(=O)c2ccc(-c3ccc(Cl)cc3Cl)o2)n1	5.2%
C=CCc1c(C)nc(SCCC)[nH]c1=O	1.2%
COc1cc(NC(=O)c2ccco2)c(OC)cc1NC(=O)CCC(=O)Nc1cccc(C)c1C	0.2%
CCN(CC)C(=O)CN1CCN(c2ncccn2)CC1	-7.2%
O=C(CSc1nnc(CNc2ccc(F)cc2)o1)N1CCCc2ccccc21	-14.8%
O=C(COc1ccccc1[N+](=O)[O-])Nc1cc(Cl)cc(Cl)c1	-7.5%
COc1ccc(C2CC(c3cccc(OC)c3OC)n3nnnc3N2)cc1 (stereo unspecified)	-4.3%
Cc1ccc(N/C=C/C(=O)c2sc(-c3ccccc3)nc2C)cc1	43.6%
O=C(CN1C2=NCCN2c2ccccc21)c1ccc(Br)cc1	12.8%
COC(=O)C1(S(=O)(=O)c2ccc(C)cc2)CCOCC1	5.7%
O=C1c2ccccc2C(=O)N1CCC1=CCCCC1	-14.3%
O=[N+]([O-])c1ccc(Sc2n[nH]c(-c3ccc(Cl)cc3Cl)n2)nc1	-2.8%
CCOC(=O)C(CC)Sc1nnc2c3cc(C)ccc3n(C)c2n1 (stereo unspecified)	-6.0%
Cn1c(-c2ccc(C=O)o2)nc2c3ccccc3c3ccccc3c21	10.1%
CCOC(=O)c1[nH]c2ccc(OC)cc2c1N=CN(C)C	-2.1%
Cc1cccc(OCCCCc2c(C)n[nH]c2C)c1	10.3%
COc1ccc(NC(=O)C2CCCCN2CC(=O)OCc2ccccc2)cc1OC (stereo unspecified)	-5.7%
CCCOc1cccc(CN2CCCCC2c2cccnc2)c1 (stereo unspecified)	-1.2%
C(=C\c1ccccc1)/CN1CCN(c2ncnc3c2oc2ccccc23)CC1	4.8%
O=C(c1cnc2n(c1=O)CCS2)N(c1ccccc1)C1CCCCC1	0.3%
NS(=O)(=O)c1ccc(-n2nncc2C23CC4CC(CC(C4)C2)C3)cc1	7.0%
Cc1ccc(CN2C(=O)CCC2C(=O)NCCCN2CCCCC2C)cc1 (stereo unspecified)	6.2%
CC1CCN(CCCCOc2c(Cl)cccc2Cl)CC1	1.0%
CC(C)(C)n1nc2c(c1NC(=O)c1ccc(S(=O)(=O)N3CCCC3)cc1)CS(=O)C2 (stereo unspecified)	1.0%
CS(=O)(=O)N(Cc1ccc(Cl)cc1)c1ccc(C(=O)NCc2ccncc2)cc1	8.1%
c1ccc(-n2cnnc2SCc2nc3ccccc3s2)cc1	-0.2%
CC1Cc2nc(SCC(=O)Nc3ccc(F)cc3F)n(C)c(=O)c2S1 (stereo unspecified)	-2.0%

Ordered by formula weight (ascending): some entries from above.
SMILES	mouse EphA4 binding
c1ccc(-n2cnnc2SCc2nc3ccccc3s2)cc1	-0.2%
CCOC(=O)C(CC)Sc1nnc2c3cc(C)ccc3n(C)c2n1 (stereo unspecified)	-6.0%
O=C(c1cnc2n(c1=O)CCS2)N(c1ccccc1)C1CCCCC1	0.3%
COc1ccc(NC(=O)C2CCCCN2CC(=O)OCc2ccccc2)cc1OC (stereo unspecified)	-5.7%
CC(C)(C)n1nc2c(c1NC(=O)c1ccc(S(=O)(=O)N3CCCC3)cc1)CS(=O)C2 (stereo unspecified)	1.0%

Next compounds
SMILES	mouse EphA4 binding
O=S(=O)(c1ccc2c(c1)OCCO2)N1CCC(c2nc3ccccc3s2)CC1	17.1%
O=c1[nH]c2ccc(S(=O)(=O)N3CCCCC3)cc2[nH]1	0.9%
COc1ccccc1NC(=S)NCCc1c[nH]c2ccccc12	0.4%
O=C(Cn1nc(-c2cccc(Cl)c2)ccc1=O)Nc1cccnc1	1.8%
O=S(=O)(c1ccc(S(=O)(=O)N2CCN(C3CCCCC3)CC2)cc1)N1CCCCCC1	-4.2%
Brc1ccc2ncnc(NCc3ccco3)c2c1	-2.2%
CCOc1cccc(C=NN2CCN(Cc3ccc(C)cc3C)CC2)c1O	0.6%
CCN1C(=O)N(C)C(N(O)C(=O)NC)C1(C)C (stereo unspecified)	-3.4%
O=C(NC1CCS(=O)(=O)C1)c1ccc(Br)cc1 (stereo unspecified)	-7.3%
Cc1ccc(NC(=O)c2c(C(=O)O)cccc2[N+](=O)[O-])c(Br)c1	-2.5%
C=C(C)c1cccc(C(C)(C)NC(=O)NCCCn2ccnc2)c1	-3.3%
C=CCSC1=C(C#N)C(c2ccccc2OC)CC(=O)N1 (stereo unspecified)	-1.1%
CCOC(=O)C1CCCN(C(=O)c2sc3nc(-c4ccccc4)cn3c2C)C1 (stereo unspecified)	-7.6%
COc1ccc(S(=O)(=O)N2CCN(C(=O)c3cccc(F)c3)CC2)cc1	6.0%
c1ccc(CSc2nncn2-c2ccccn2)cc1	11.0%

Part of the list above, reformatted.
> O=C(NC1CCS(=O)(=O)C1)c1ccc(Br)cc1 (stereo unspecified)
  mouse EphA4 binding = -7.3%
> CCN1C(=O)N(C)C(N(O)C(=O)NC)C1(C)C (stereo unspecified)
  mouse EphA4 binding = -3.4%
> O=c1[nH]c2ccc(S(=O)(=O)N3CCCCC3)cc2[nH]1
  mouse EphA4 binding = 0.9%

Continued:
SMILES	mouse EphA4 binding
CCc1oc2ccccc2c1C(=O)CCN1CCCCC1	-11.2%
COc1ccc(/C=N/NC(=O)CSc2nnc(C)n2-c2ccccc2)c(OC)c1OC	0.9%
Cn1nc(CC(=O)NCc2ccc(F)cc2)c2ccccc2c1=O	-2.0%
O=C(CCCc1ccccc1)NCCN1CCOCC1	-23.1%
CCOC(=O)CC(O)(c1ccccc1)C(F)(F)C(F)F (stereo unspecified)	-5.4%
C=CCn1c(SCC(=O)c2cccs2)nc2sc(CC)cc2c1=O	-2.0%
Cc1cc(C)nc(NS(=O)(=O)c2ccc(NC(=O)c3ccc4c(c3)OCO4)cc2)n1	5.0%
CC(C)C1N=C2c3ccccc3N=C(SCC(=O)c3ccc(O)c(O)c3)N2C1=O (stereo unspecified)	-6.0%
N#Cc1cc2cc3c(cc2nc1SCC(=O)OC1CCCCC1)OCO3	4.1%
CS(=O)(=O)N1N=C(c2ccc3nccnc3c2)CC1c1ccccc1 (stereo unspecified)	4.7%
O=[N+]([O-])c1ccc(N2CCN(S(=O)(=O)c3ccccc3)CC2)cc1NCCc1ccccc1	0.6%
C=CCN1C(=O)C(Cc2ccccc2)S/C1=N/N=C/c1cccs1 (stereo unspecified)	38.0%
O=c1[nH]c2ccc(S(=O)(=O)N3CCC(Cc4ccccc4)CC3)cc2o1	-3.9%
COC(=O)c1ccccc1NC(=O)CSCC(=O)Nc1ccccc1OC	-8.7%
Cc1ccc(-c2n[nH]c3c2CCC3)cc1	-1.9%

Continued; the last two above are carried over.
SMILES	mouse EphA4 binding
COC(=O)c1ccccc1NC(=O)CSCC(=O)Nc1ccccc1OC	-8.7%
Cc1ccc(-c2n[nH]c3c2CCC3)cc1	-1.9%
CCN(CC)c1ccc(C(=O)Nc2ccccc2Cl)cc1	-6.1%
N#Cc1c(SCc2ccccc2)nc(N2CCOCC2)c2c1CCCC2	14.1%
Cc1c(C(=O)O)nn(-c2ccccc2)c(=O)c1C#N	-1.0%
CCOc1ccc(Cl)cc1S(=O)(=O)n1cnc2cc(C)c(C)cc21	-2.9%
O=C(CSc1nc2ccccc2c(=O)n1-c1ccccc1)N1CCN(CCO)CC1	5.8%
CCN(CC)CCNc1nc(-c2ccccc2)c2c(c1C#N)CC(C)(C)OC2	-11.6%
CCOC(=O)C1CCN(C(=O)c2c(-c3c(F)cccc3Cl)noc2C)CC1	2.5%
Cc1cc(N2CCN(c3ccccc3)CC2)nc(-c2ccccc2O)n1	10.8%
CSc1nc2oc3c(c2c2nncn12)CC(C)(C)SC3	-6.1%
c1ccc(OCCSc2nc3ccccc3o2)cc1	-14.1%
c1ccc(-c2nc3ccccc3nc2-c2cccs2)cc1	20.5%
COC(=O)c1ccccc1NC(=O)c1ccc(COc2ccc3c(c2)CCC3)cc1	3.8%
Cc1cc2[nH]ncc2cc1NC(=S)NC(=O)c1ccccc1	-7.3%
O=C(NCC1CCCO1)c1onc(CSc2cccc3ccccc23)c1C(=O)O (stereo unspecified)	-7.3%
COc1ccc(CN2CCC(CNC(=O)NC3CCCCC3)CC2)cc1	0.6%
O=[N+]([O-])c1ccc(N2CCN(S(=O)(=O)c3ccccc3)CC2)cc1N1CCOCC1	-11.3%

Some of the compounds tested (hit frequency here may not be typical).
